# Bioassay records from PubChem.
# PMI act hi M6P = activators of human phosphomannose isomerase at near-saturating mannose 6-phosphate; P34949; coupled PMI enzyme assay, resazurin fluorescence, 20 min; active compounds read high; 1 = untreated enzyme, 0 = substrate-free blank; activation factor at 20 µM; actives 0.34% (n = 190,000); AID 1216;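 active means activation factor of 2 or more at 20 µM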
# Target sequence (P34949 whole entry, looked up): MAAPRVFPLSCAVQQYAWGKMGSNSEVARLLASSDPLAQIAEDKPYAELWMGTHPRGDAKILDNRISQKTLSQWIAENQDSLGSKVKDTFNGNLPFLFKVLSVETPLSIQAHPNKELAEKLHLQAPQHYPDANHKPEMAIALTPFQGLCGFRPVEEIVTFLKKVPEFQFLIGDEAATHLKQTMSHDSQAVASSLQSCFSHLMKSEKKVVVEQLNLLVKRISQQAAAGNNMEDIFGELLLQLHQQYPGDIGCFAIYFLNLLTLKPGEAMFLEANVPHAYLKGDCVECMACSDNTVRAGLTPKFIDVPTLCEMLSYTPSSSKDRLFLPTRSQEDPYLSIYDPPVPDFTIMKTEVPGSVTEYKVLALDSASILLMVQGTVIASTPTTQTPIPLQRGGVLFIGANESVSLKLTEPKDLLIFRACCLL
#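 Test system: human phosphomannose isomerase with PGI, G6PDH, diaphorase coupling enzymes; Amount: PMI at 15 ng/mL final; Reagent: Mannose-6-phosphate 1.0 mM (near-saturating) plus 0.22 mM NADP+; Timing: 20 min, room temperature; Technique: resorufin fluorescence at Ex 544/Em 590 nm; Dosing: 20 µM single dose.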
# TNAP inh hi DEA = inhibitors of human TNAP at high phosphate acceptor concentration; inhibition, % at 20 µM; purified TNAP, CDP-star luminescence, 1 M DEA; AID 1135; actives 0.03% (n = 200,000);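 active means over 50% inhibition of tissue-nonspecific alkaline phosphatase at 20 µM in the single-dose screen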;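 further: plate controls were DMSO wells for no effect and EDTA-quenched wells as full inhibition for full effect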
# Target sequence (P05186 whole entry, looked up): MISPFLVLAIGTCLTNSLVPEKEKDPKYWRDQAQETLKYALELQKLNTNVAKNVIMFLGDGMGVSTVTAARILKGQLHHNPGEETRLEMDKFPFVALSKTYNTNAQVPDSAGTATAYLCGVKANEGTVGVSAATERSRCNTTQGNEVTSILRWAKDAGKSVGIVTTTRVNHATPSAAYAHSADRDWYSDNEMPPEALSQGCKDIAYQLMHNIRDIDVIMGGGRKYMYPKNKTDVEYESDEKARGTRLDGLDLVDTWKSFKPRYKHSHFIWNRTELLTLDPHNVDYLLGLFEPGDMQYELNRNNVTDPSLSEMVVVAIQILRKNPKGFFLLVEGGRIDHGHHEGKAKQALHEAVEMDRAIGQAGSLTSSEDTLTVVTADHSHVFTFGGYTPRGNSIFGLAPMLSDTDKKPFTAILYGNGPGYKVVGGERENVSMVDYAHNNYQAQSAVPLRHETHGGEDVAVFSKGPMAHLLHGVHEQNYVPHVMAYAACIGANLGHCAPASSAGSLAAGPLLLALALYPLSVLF
# Diaph act CS = counter-screen for diaphorase-based assays: diaphorase activators and chemical reducers; Diaphorase/resazurin coupled assay, resorufin fluorescence, 16 min; active compounds read high; 1 = vehicle wells, 0 = NADH-free wells; activation factor at 20 µM; actives 0.005% (n = 190,000);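 active means diaphorase activity raised at least twofold by the compound at 20 µM; inactive means activation factor below 2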
#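 Test system: Clostridium kluyveri diaphorase, purified enzyme; input: enzyme 0.07 U/mL final; buffer or medium: 50 mM HEPES pH 7.4 with 4.542 mM MgCl2, 0.005% Tween 20; also added: 0.114 mM NADH and 0.1 mM resazurin, final amounts; schedule: 16 min enzyme reaction, ambient temperature; technique: fluorescence of resorufin, 544 nm excitation, 590 nm emission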
# Efa HMGR inh = inhibitors of class II HMG-CoA reductase from Enterococcus faecalis; purified E. faecalis HMGR, NADPH absorbance 340 nm kinetic; inhibition, % at 10 µM; actives 0.41% (n = 190,000); AID 1066;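 active means inhibition above a set limit, the median over all tested compounds plus 3 SD, cut at about 9.5% in these data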;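 further: enzyme runs in reverse so mevalonate oxidation gives rising NADPH absorbance; 0% = complete reaction with DMSO and 100% = background rate lacking mevalonate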
# PMI act = activators of human phosphomannose isomerase | P34949 | purified human PMI, coupled resazurin fluorescence, 20 min; active compounds read high; 1 = vehicle control, 0 substrate-free wells | activation factor at 20 µM | actives 0.005% (n = 190,000) | AID 1214;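 active means activation factor of 2 or more at 20 µM, relative to plate controls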
# FLuc stim CS = firefly luciferase counter-screen for stimulation assays. 200,000 tested, under 10 active. P08659. activation factor at 10 µM. AID 1027. ATPlite luciferase biochemical, luminescence, 10 min; 0 = ATP-free wells, 1 = DMSO control;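 active means luciferase activation factor, scaled between plate controls, of at least 2 with compound at 10 µM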
#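 Assay system: Luciferase/luciferin detection reagent, cell-free biochemical luciferase assay / Also added: ATP substrate / Schedule: 10 min at ambient temperature / Measured by: luminescence measurement of luciferase light output / Benchmarks: low control with PBS replacing ATP, high control enzyme plus ATP without compound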
# G6PDH counter = L. mesenteroides G6PDH inhibition counter-screen; Purified L. mesenteroides G6PDH, diaphorase/resazurin coupled fluorescence, 45 min; inhibition, % at 5 µM; actives 0.12% (n = 200,000); in the data active means inhibition above about 50%
# TNAP act hiacc = activators of human TNAP at high phosphate acceptor concentration; 200,000 tested, under 10 active; P05186; activation factor at 20 µM; purified TNAP, CDP-star luminescence, 1 M DEA, 30 min; active compounds read high; 0 = EDTA background, 1 = DMSO-only activity;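 active means activation factor at least 2 at 20 µM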
#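 Test system – human TNAP · Doses – 20 µM single point · Incubation – 30 min, room temperature · Signal – luminescent substrate turnover signal · Read-out basis – activation factor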
# TNAP inh noacc = inhibitors of human TNAP without phosphate acceptor; P05186; purified TNAP, CDP-star luminescence, 30 min; inhibition, % at 20 µM; actives 0.26% (n = 200,000);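 active means tissue-nonspecific alkaline phosphatase inhibition above about 50% at 20 µM in the single-dose screen, limit read from the data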;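 further: 0% = DMSO negative control and 100% = EDTA positive control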
# Diaph inh CS = counter-screen for diaphorase-based assays: diaphorase inhibitors and chemical oxidizers; diaphorase resazurin-to-resorufin fluorescence, NADH, 16 min; bacterial (C. kluyveri) enzyme, not human; inhibition, % at 20 µM; actives 0.69% (n = 190,000);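 active means primary screen inhibition at 20 µM above a set limit, cut at about 50% in these data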;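 further: plate controls were DMSO with full reaction for no effect and wells lacking NADH for full effect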
#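 Assay system: diaphorase enzyme from Clostridium kluyveri. Quantity: enzyme working solution with 0.14 U/mL diaphorase. Schedule: reaction incubation of 16 min at room temperature. Technique: resorufin fluorescence, excitation 544 nm, emission 590 nm. Controls: No-NADH positive control and DMSO neutral control.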
# * marks the source's active call; other numbers are inactive results; · = not tested or not shown.
SMILES,PMI act hi M6P,TNAP inh hi DEA,Diaph act CS,Efa HMGR inh,PMI act,FLuc stim CS,G6PDH counter,TNAP act hiacc,TNAP inh noacc,Diaph inh CS
Cc1ccc([N+](=O)[O-])cc1S(=O)(=O)Nc1ccccn1,1.1,-2,0.9,1,1.2,1,2,1,-13,7
C/C(=N\NC(N)=S)C1C2C3CC4C5CC(C42)C1C53 (stereo unspecified),1,2,0.9,-2,1,1,3,1,3,5
COc1ccccc1Cn1c(=S)[nH]c2cc(C(=O)NCC3CCCO3)ccc2c1=O (stereo unspecified),1,0,0.9,-4,1,1,-2,1,-2,8
O=C1CC2c3ccccc3C1C1C(=O)N(CCc3ccccc3)C(=O)C21 (stereo unspecified),1,-6,0.8,2,0.9,1,9,1.1,-10,20
CCOC(=O)c1cc2c(=O)n3cc(C)ccc3nc2n(Cc2cccnc2)c1=N,0.9,0,1,·,0.9,1,22,1,-7,-2
COc1c(N2CCN(C(=S)NCc3ccccc3)C(C)C2)c(F)cc2c(=O)c(C(=O)O)cn(C3CC3)c12 (stereo unspecified),1.1,-3,0.9,3,0.9,1.1,5,1,9,8
COc1ccc(N(C(=O)c2ccco2)C(C(=O)NC2CCCC2)c2ccc(N(C)C)cc2)cc1 (stereo unspecified),0.9,-8,0.8,-1,0.9,1.1,-4,1.1,-15,15
CCN(CC)C(=O)c1cc2c(=O)oc3ccccc3c2s1,0.9,4,0.9,-2,0.9,1,7,1,-1,9
Cn1c(=O)[nH]c(=O)c2c1nc(CN1CCOCC1)n2Cc1ccc(F)cc1,1,-6,0.9,0,1,1.1,-2,1.1,-4,9
O=C(Nc1ccc(N2CCOCC2)cc1)c1ccc([N+](=O)[O-])cc1,0.9,1,0.9,-4,0.9,1,2,1,-6,12
CN(c1ccc(C(=O)Nc2ccccc2C(=O)N2CCCC2)cc1)S(C)(=O)=O,1,-5,1.1,2,1,1,2,1,-10,-8
COc1ccc(OC)c(C2=NOC(C(=O)NCc3cccs3)C2)c1 (stereo unspecified),1,0,0.9,4,1,1,-4,1,-1,8
Cn1cccc1CNCc1ccc(F)cc1,1.1,-4,1,-1,1.1,1,-5,1,-32,1
O=C(O)CCCNc1ccc(S(=O)(=O)N2CCCCC2)cc1,1.1,-1,0.9,-4,1,1.1,6,1,-8,5
CC(=O)NCCCNS(=O)(=O)c1ccc(C)cc1,1,0,0.3,-1,0.9,1.1,0,1,-3,67*
COC(C(=O)NCc1ccc(C)cc1)c1ccccc1 (stereo unspecified),1.1,-7,1.1,1,1,1.1,14,1.1,-9,-14
Cc1cc(C(=O)OCC(=O)c2ccc(Br)s2)no1,0.9,-2,0.8,-1,0.9,0.9,6,1,-10,18
O=C(N/C(=C\c1cccs1)C(=O)N1CCCCCC1)c1ccccc1,1,-8,1,4,1,1,10,1.1,-14,-2
COc1ccc(CC(NC(C)=O)C(=O)NC2CCN(c3nc(C)cc(C)c3C#N)CC2)c(OC)c1 (stereo unspecified),0.9,-4,0.8,-4,0.9,1.1,-1,1,-11,22
COC(=O)c1cccc(NC(=O)c2onc3c2CCCC3)c1,0.9,-6,0.9,1,1,0.4,6,1.1,-2,14
Fc1ccc(COc2ccccc2-c2ccnc3ncnn23)cc1,1,-1,0.9,-7,1,1,6,1,-1,6
O=C(CNC(=O)c1cccc(Br)c1)N/N=C/c1cn[nH]c1-c1ccccc1,1,2,0.9,0,0.9,1,-19,1,10,14
CCN(CC)C(=O)CSc1nnc(COc2ccc(OC)cc2)n1N,1,-5,0.9,3,1,1.1,3,1,-10,5
CCOC(=O)Cc1csc(SCC(=O)/C(C#N)=C(\C)N)n1,1,-2,1,-2,1,1,5,1,-9,4
COc1ccc(-c2cc(C(=O)OCC(=O)N(C)C3CCS(=O)(=O)C3)c3ccccc3n2)cc1OC (stereo unspecified),1,1,1,2,1,1,4,1,-5,3

# Other records
SMILES,PMI act hi M6P,TNAP inh hi DEA,Diaph act CS,Efa HMGR inh,PMI act,FLuc stim CS,G6PDH counter,TNAP act hiacc,TNAP inh noacc,Diaph inh CS
Fc1ccc(NC(=S)NN2CCOCC2)cc1Cl,1.1,3,1.1,2,1.1,1,-3,1,1,-11
C#Cc1ccc([C@@H]2C=C(C(=O)NCc3ccccc3)O[C@H](OCc3ccc(CO)cc3)C2)cc1,0.5,-2,0.7,-2,0.8,1,17,1,-10,34
CCOc1ccc(N2C(=O)CC(NC3CCCCNC3=O)C2=O)cc1 (stereo unspecified),1.1,-5,0.9,1,1.1,1,0,1,-11,6
C/C(=N\Nc1nc(N2CCOCC2)nc(N2CCOCC2)n1)c1cccs1,1,-3,0.9,6,1,1,8,1,-9,8
CCOC(=O)C1(Cc2ccccc2Cl)CCN(C(=O)c2cnccn2)CC1,1,1,1.1,-8,0.9,1,11,1,-7,-8
Cc1ccc(NC(=O)N(Cc2ccc3c(c2)OCO3)Cc2cc3cc4c(cc3[nH]c2=O)OCCO4)cc1,0.8,-9,0.8,-5,0.9,1.1,10,1.1,-10,24
O=c1c2ccccc2nc2n1CCC2,0.9,-4,0.9,1,1,1.1,3,1,-6,15
CCC1CCCCN1C(=O)COc1ccccc1NC(C)=O (stereo unspecified),0.8,-3,0.8,0,1.2,1,14,1,0,16
O=C1CC(c2ccc(O)cc2)Oc2cc(O)cc(O)c21 (stereo unspecified),0.7,1,0.8,-2,0.9,1,23,1,-2,21
Cc1ccc(C2(CCNC(C)c3cccs3)CCOC(C(C)C)C2)cc1 (stereo unspecified),0.9,-3,0.9,0,0.9,1.1,8,1,-2,6
Cc1cc(OC(=O)C2CC2)c([N+](=O)[O-])c(=O)[nH]1,1,-7,0.9,0,1.3,1,14,1.1,-19,13
Cc1cc(NC(=O)c2cccc(S(=O)(=O)N(C)C)c2)n(-c2ccccn2)n1,0.9,2,0.8,0,0.8,1,9,1,-3,20
Cc1ccc(NC(=O)CN2C(=O)N/C(=C/c3ccc(C)s3)C2=O)cc1,1.1,2,0.9,0,1,1,-3,1,-6,9
Cc1cc(C)n(C(=O)CCCCCCCCC(=O)n2nc(C)cc2C)n1,1,-4,1,-5,1.1,1.1,9,1,3,4
COc1ccc(C(=O)NNC(=S)NC(=O)c2ccccc2[N+](=O)[O-])cc1,1.2,-5,0.6,2,1.1,1,0,1,-45,43
c1ccc(C(c2ccccc2)c2nc(-c3cccnc3)no2)cc1,0.9,-2,0.9,-5,1,1,3,1,8,15
Cc1cccc(OCCCn2c(=O)oc3ccccc32)c1,1,-7,1,-1,0.9,1,9,1.1,-8,0
N#CC1=C2SCN(c3ccccc3)CN2C(=O)CC1c1ccccc1Cl (stereo unspecified),1.4,-1,0.7,-6,0.9,1,5,1,6,34
CC(C)C(=O)OCC(=O)NCc1ccccc1Cl,1,-6,0.9,-1,1,0.8,-3,1.1,-20,9
O=C(COC(=O)CCc1c[nH]c2ccccc12)NC1CCS(=O)(=O)C1 (stereo unspecified),1,2,1,15*,1.1,1,-3,1,-6,0
O=C(OCCN=C1NS(=O)(=O)c2ccccc21)c1ccccc1,1,-4,0.9,0,1,1.1,1,1,-13,11
Cc1ccc(/C=C/C(=O)c2cc(Br)ccc2OC(=O)c2ccco2)cc1,0.8,5,0.9,-5,0.8,1,-5,1,-2,15
O=c1[nH]c(CN2CCN(c3ccccc3)CC2)nc2scc(-c3ccccc3)c12,1,-6,0.8,-6,1,1.1,0,1.1,-10,21
O=C(Nc1cccnc1)C1CCCN(S(=O)(=O)c2cccc3nsnc23)C1 (stereo unspecified),1,1,0.8,-8,1,1,0,1,-6,18
COc1cc(/C=N/NC(=O)c2cc(C)n(-c3ccc(F)cc3)c2C)cc(OC)c1O,0.5,-4,0.9,3,0.9,0.9,25,1,-12,13

# Single entries from the entries so far:
# For Diaph act CS, Fc1ccc(COc2ccccc2-c2ccnc3ncnn23)cc1 shows 0.9
# For G6PDH counter, O=C1CC(c2ccc(O)cc2)Oc2cc(O)cc(O)c21 (stereo unspecified) shows 23
# For FLuc stim CS, N#CC1=C2SCN(c3ccccc3)CN2C(=O)CC1c1ccccc1Cl (stereo unspecified) shows 1
# For PMI act hi M6P, Cc1cc(C)n(C(=O)CCCCCCCCC(=O)n2nc(C)cc2C)n1 shows 1
# For TNAP inh noacc, COc1c(N2CCN(C(=S)NCc3ccccc3)C(C)C2)c(F)cc2c(=O)c(C(=O)O)cn(C3CC3)c12 (stereo unspecified) shows 9
# For PMI act, O=c1c2ccccc2nc2n1CCC2 shows 1

# Next results:
SMILES,PMI act hi M6P,TNAP inh hi DEA,Diaph act CS,Efa HMGR inh,PMI act,FLuc stim CS,G6PDH counter,TNAP act hiacc,TNAP inh noacc,Diaph inh CS
CC(C)CC1C(C#N)=C(N)Oc2n[nH]c(-c3ccccc3)c21 (stereo unspecified),0.8,0,0.8,-3,0.8,1,13,1,7,24
CCCCn1c(=O)c2ccccc2c2ccccc2c1=O,0.9,0,0.8,32*,0.9,1,3,1,-7,17
Cc1nc(C/C(=N\N)c2ccc(O)cc2O)cs1,2.3*,6,0.8,3,1.6,1,6,0.9,-4,16
CN(C)CC(=O)Nc1ccc(Oc2ccc(Cl)cc2)cc1,1.1,-5,1,1,1.1,1,8,1,-10,0
CC(=O)NC(CCS(C)(=O)=O)C(=O)Nc1cc(C)on1 (stereo unspecified),1,-2,0.9,·,1,1.1,-9,1,-11,9
Cc1cc(C)c(-c2cc(C)nc3ncnn23)c(C)c1,1.1,-1,1,-5,1,1,2,1,3,4
CCOc1ccc(NC(=O)C2CC(=O)N(CC)C(=Nc3ccc4c(c3)OCO4)S2)cc1 (stereo unspecified),1,-3,0.9,1,0.9,1.1,-30,1,-12,10
Cc1ccc(Cl)cc1NC(=O)C1CCCCC1C(=O)O (stereo unspecified),1,-4,0.8,-1,0.9,1.1,9,1,-11,17
Cc1ccnc(NS(=O)(=O)c2ccc(NC(=O)/C=C/c3cccs3)cc2)n1,1,-1,1,1,1,1,3,1,-10,5

# Only FLuc stim CS, for some of the entries so far:
compound,FLuc stim CS
Cc1ccnc(NS(=O)(=O)c2ccc(NC(=O)/C=C/c3cccs3)cc2)n1,1
Cc1cc(C)c(-c2cc(C)nc3ncnn23)c(C)c1,1

# Rows were taken by chance; overall some 1.7% were active at least once.
